Source: PubChem
PLK1 inh – blocks human PLK1 kinase activity; P53350; recombinant PLK1 kinase, TR-FRET peptide phosphorylation; inhibition, % at 10 µM; 97,000 tested, 0.53% active; AID 619;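 active = inhibition of 50% or more in the single-concentration screen; inactive = inhibition below 50%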;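 note: 0% = DMSO max control and 100% = H-89 dihydrochloride min control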
PLK1 PBD inh – blocks phosphopeptide binding to human Plk1 polo box domain; Plk1 PBD phosphopeptide binding, fluorescence polarization; 97,000 tested, 0.13% active; P53350; inhibition, %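 (tested at about 20 µM)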; in the data active = inhibition above about 34%, passing the limit was not always enough
PLAP act – activates human placental alkaline phosphatase; activation fold at 20 µM; AID 696; 96,000 tested, 1.2% active; P05187; purified PLAP enzyme, luminescent substrate read-out; stronger effect = higher value; in the data active = activation fold above about 2
Rev-RRE block – disrupts HIV-1 Rev binding to RRE RNA. P05866. inhibition, % at 8 µM. Rev peptide-RRE RNA binding, FRET. 97,000 tested, 0.79% active;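 active = inhibition above the screen-wide mean plus 3 SD, cut at about 35% in these data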;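 note: 0% = median DMSO wells and 100% = median Neomycin B control wells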
Target sequence (P05866 whole entry, looked up): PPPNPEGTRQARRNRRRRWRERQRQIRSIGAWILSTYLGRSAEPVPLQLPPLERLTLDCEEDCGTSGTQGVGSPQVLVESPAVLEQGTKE
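System: Cy5-labelled duplex RRE RNA binding fluorescein-labelled HIV Rev peptide; Signal: fluorescein-to-Cy5 FRET, 480 nm excitation; Also added: labelled Rev peptide; Compound: one concentration, 8 µM nominal; Buffer or medium: HEPES pH 7.5 salt buffer with EDTA; Read-out: % inhibition of FRET ratio versus controls; Schedule: 5 min preincubation and 15 min binding, 25 °C.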
CYP2C19 activ – increases human CYP2C19 enzyme activity | P33261 | recombinant CYP2C19, luciferin-H EGE luminescence; stronger effect = higher value; 0 = fully inhibited enzyme, 1 = untreated enzyme | activation factor at 5 µM | 96,000 tested, under 10 active;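 active = activation factor of at least 2 at 5 µM in the primary screen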;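 note: 0 = wells with 2.5 mM tranylcypromine and 1 = vehicle-only wells; values of inactives mirror those of a sister screen read the other way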
Target sequence (P33261 whole entry, looked up): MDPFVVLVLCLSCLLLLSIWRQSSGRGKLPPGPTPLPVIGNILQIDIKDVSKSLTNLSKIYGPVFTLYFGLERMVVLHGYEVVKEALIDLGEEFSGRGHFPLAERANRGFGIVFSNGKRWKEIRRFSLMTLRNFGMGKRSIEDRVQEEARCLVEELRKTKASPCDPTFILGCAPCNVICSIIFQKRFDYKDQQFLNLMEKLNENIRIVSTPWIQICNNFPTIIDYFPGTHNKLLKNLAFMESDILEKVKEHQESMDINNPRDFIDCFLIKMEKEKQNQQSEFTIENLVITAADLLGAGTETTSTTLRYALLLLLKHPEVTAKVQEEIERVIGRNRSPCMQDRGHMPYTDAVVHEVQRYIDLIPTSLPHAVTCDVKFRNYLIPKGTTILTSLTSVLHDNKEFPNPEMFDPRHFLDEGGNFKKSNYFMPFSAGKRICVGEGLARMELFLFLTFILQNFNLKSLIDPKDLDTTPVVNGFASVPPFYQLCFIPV
EphB4 antag – blocks human EphB4 binding to ephrin-B2 | P54760 | EphB4 LBD / TNYL-RAW-Alexa532 peptide, fluorescence polarization | inhibition, % at 7 µM | 97,000 tested, 0.15% active | AID 720;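 active = inhibition above the screen-wide mean inhibition plus 3 SD, cut at about 15% in these data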;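 note: 0% = DMSO wells and 100% = excess unlabeled TNYL-RAW peptide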
CYP2C9 act – increases human cytochrome P450 2C9 activity. P11712. recombinant CYP2C9, luciferin-H conversion, luminescence; stronger effect = higher value; factor 1 = untreated enzyme, 0 = blocked. activation factor at 5 µM. 96,000 tested, 1.4% active. AID 1024;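 active = activation factor of 2 or more for CYP2C9 at a 5 µM dose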;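 note: 0 = sulfaphenazole-blocked wells and 1 = vehicle-only wells; values of inactives mirror those of a sister screen read the other way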
CYP2C19 inh – inhibitors of human CYP2C19; CYP2C19 Supersomes, luciferin-H EGE luminescence, 30 min; inhibition, % at 5 µM; P33261; AID 778; 96,000 tested, 21% active;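 active = CYP2C19 inhibition above a set limit at 5 µM in the primary screen, cut at about 50% in these data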;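 note: plate controls were negative control wells for no effect and 2.5 mM tranylcypromine positive control for full effect; values of inactives mirror those of a sister screen read the other way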
CYP2C9 inh – human CYP2C9 inhibition; P11712; CYP2C9 Supersomes, luciferin-H conversion, luminescence; inhibition, % at 5 µM; 96,000 tested, 20% active;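 active = blocking of liver enzyme CYP2C9 beyond about 50% at 5 µM, limit read from the data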; note: values of inactives mirror those of a sister screen read the other way
* marks the source's active call; other numbers are inactive results; . = no result given.

Each structure is followed by: PLK1 inh	PLK1 PBD inh	PLAP act	Rev-RRE block	CYP2C19 activ	EphB4 antag	CYP2C9 act	CYP2C19 inh	CYP2C9 inh
COc1ccc(CC(=O)N2CCCc3ccccc32)cc1OC
    -12.2	5.5	1	-1.0	0.6	-3.9	1.1	38.4	-14.2
Cc1cc(C)c2nc(N)sc2c1
    -15.0	27.6	1.1	4.2	0.3	1.0	0.7	67.6*	32.2
COC(=O)c1sccc1NC(=O)c1csc2c1CCCC2
    -13.2	-6.6	1.4	14.3	1	-6.5	0.9	4.9	13.7
Cc1ccc(/C=N/NC(=O)c2sccc2OCc2ccc(F)cc2)cc1
    -14.9	-11.9	1.2	0.4	1.1	1.1	0.8	-8.9	17.4
CC(=O)Nc1cccc(-c2nnc(SCC(=O)n3c4c(c5ccccc53)CCCC4)n2C)c1
    -1.5	-13.3	1.6	1.8	0.1	1.4	1.1	92.9*	-11.6
COc1ccc2c(CC(=O)N(C)CC3COc4ccccc4O3)coc2c1 (stereo unspecified)
    1.2	6.6	1.8	17.0	0	1.0	0.1	98.9*	88.4*
CCC(CC)NC(=O)Cc1ccccc1OC
    -3.6	-14.4	0.8	7.2	0.2	-9.0	0.9	77.9*	11.8
Cc1cc(C)n(/N=C/c2c[nH]c3ccccc23)c(=O)c1
    -13.5	-5.9	1	0.2	0.8	5.2	1.1	23.9	-6.8
Cc1sc2c(c1C)c(=O)n(-c1ccccc1)c1nncn21
    -12.5	-4.2	0.8	1.9	1.1	-0.8	1	-7.8	-2.8
CCOC(=O)c1sc(NC(=O)c2cccs2)nc1C
    -4.9	9.8	1.1	-0.2	1	2.5	0.9	-0.1	7.9
CCCc1cc(C(=O)N2CCN(c3ccccc3C)CC2)cs1
    -11.8	1.4	1	2.0	0.3	2.4	0.3	69.2*	65.5*
COc1cc2ncnc(NCc3ccccc3C)c2cc1OC
    -13.7	-2.5	1	0.9	0.7	1.0	0.8	32.8	22.0
CCCCOC(=O)c1cccc(NC(=O)CCC(=O)O)c1
    -4.1	-12.4	0.9	6.0	1	8.1	1	0.4	-4.1
CCCN1C(=O)c2ccc(C(=O)NC3CCCCC3)cc2C1=O
    0.4	7.9	0.9	4.0	1	5.2	0.9	-2.3	10.7
CC(C)OCCCNC(=O)c1ccccc1Oc1ccccc1
    -14.0	-3.5	1	-4.0	0.7	7.5	0.7	30.9	32.0
NC(=O)c1ccccc1N/C=C/C(=O)c1ccc(F)cc1
    -5.3	18.6	1.1	7.2	0.8	7.7	1.3	21.1	-28.4
CS(=O)(=O)Nc1nc2n(n1)C(c1ccccc1)C=C(c1ccc(Br)cc1)N2 (stereo unspecified)
    -23.2	-43.2	1.5	60.9*	1	2.2	1.1	-1.8	-11.8
Cn1c(=O)cc(-c2ccccc2)c2ccccc21
    -5.0	8.7	0.9	4.4	0.1	0.6	0	87.3*	96.1*
COc1cc(C(=O)Nc2ccc(S(=O)(=O)N3CCc4ccccc43)cc2)cc(OC)c1OC
    1.1	-18.9	1.6	0.3	0.5	5.5	0.1	49.9	91.0*
Cc1ccc(Cl)cc1N1CCN(Cc2nc3ccsc3c(=O)[nH]2)CC1
    3.9	-44.4	2.3*	13.2	0.3	3.0	0.8	70.3*	22.5
CN(C)CCNC(=O)c1ccc(COCC(F)(F)F)cc1
    -10.6	2.0	0.9	2.2	1	-5.4	1.1	-2.1	-9.0
COc1ccc(/C=C\C(=O)c2c(O)ccc3c(C)cc(=O)oc23)cc1
    -12.7	-6.2	1.3	4.9	1	-4.5	0.8	2.9	16.3
CC(C)COC(=O)Cn1cnc2ccc(Br)cc2c1=O
    13.1	1.3	0.9	8.5	0.1	-2.7	0.4	91.1*	55.5*
O=C(NCc1ccccc1)NC(=O)c1ccncc1
    -5.1	13.1	1.4	3.9	0	-6.3	0.2	95.3*	82.0*
O=C1c2ccccc2C(=O)N1c1n[nH]c(CCc2ccccc2)n1
    -13.2	-18.1	0.9	3.7	1	1.2	1	4.5	0.9
O=C(Cn1c(-c2ccco2)nc2ccccc21)N1CCCCC1
    -10.5	-33.4	0.9	1.3	1.1	-9.2	1.1	-7.6	-8.2
Cc1ccc(S(=O)(=O)N(CC(=O)NCc2ccco2)C2CCCCC2)cc1
    -11.8	7.9	.	-0.5	.	3.3	.	.	.
COc1cc(C)c(C(C)C)cc1S(=O)(=O)N1CCN(C)CC1
    -11.6	-7.5	1	3.3	1	-1.4	1.5	3.9	-54.4
Cc1ccc2c(=O)c(C(=O)NCc3cccs3)c[nH]c2c1
    -14.4	6.3	.	7.5	.	0.0	.	.	.
CC12CCC(=O)N1C(C(=O)O)Cc1c2[nH]c2ccccc12 (stereo unspecified)
    -12.1	-10.3	0.9	5.0	1	1.4	1	1.8	2.6
O=C(c1oc(=O)c2ccccc2c1-c1ccccc1)N1CCC(O)CC1
    77.6*	28.6	1.4	3.2	0.6	-2.7	0.8	42.9	23.3
COc1ccccc1S(=O)(=O)Cc1ccc(C(=O)NCc2cccs2)o1
    -17.0	20.1	1	3.1	0.9	-4.0	0.9	6.8	6.0
COc1ccc(/C=C2/C(=O)N=C(N)N2C)cc1OC
    -9.1	-21.9	1.2	11.2	1	1.2	1	4.5	2.1
O=C1C2CC=C(Cl)CC2C(=O)N1CCN1CCOCC1 (stereo unspecified)
    -14.0	22.3	0.8	2.3	1	-7.7	1	2.0	-1.5
Cc1cccc(NC(=O)C2CCCN(S(=O)(=O)c3cccc4nsnc34)C2)c1 (stereo unspecified)
    -5.4	-19.2	1.2	7.0	0.7	5.2	0.6	26.7	39.8
Fc1cccc(Nc2nc3ccccc3n3nnnc23)c1
    -22.1	5.8	1	6.9	0.9	4.0	0.7	7.1	25.2
CCOC(=O)CSc1nc(N)c(C#N)c(-c2ccc(OC)cc2)c1C#N
    -73.6	-18.0	1.1	5.2	0.4	1.7	0.5	60.1*	45.1
CCN1CCN(c2c(Cl)cccc2NC(=O)c2ccc3c(c2)OCCO3)CC1
    6.8	3.0	1.3	10.9	0.9	2.7	0.7	12.5	29.3
Cc1cc(=O)c2n(Cc3ccc(Cl)cc3)nc[n+]2[nH]1
    .	.	1	.	0.6	.	0.7	36.2	26.5
Cc1ccc(-c2nnn(CC(=O)N(c3cccc(O)c3)C(C(=O)NC(C)(C)C)c3cccs3)n2)o1 (stereo unspecified)
    -0.9	-14.6	1.1	2.4	0.9	-4.0	0.9	5.5	5.8
COc1ccc(S(=O)(=O)NCCc2csc(-c3cccnc3)n2)cc1
    2.0	13.7	0.9	6.7	0.1	1.5	0.4	92.6*	59.7*
CCN1c2ccccc2-c2nc3ccccc3n2C1c1ccncc1 (stereo unspecified)
    -14.5	4.3	1.4	2.5	0	-1.9	0	97.7*	99.9*
CC(CN(C)Cc1ccccc1)OC(=O)c1ccc2c(c1)OCCO2 (stereo unspecified)
    .	.	1.3	.	0.7	.	0.7	29.7	30.0
CCNCC(O)COCC(O)CNCC (stereo unspecified)
    -9.2	-28.4	1	11.0	1	7.2	0.9	4.8	6.4
CCc1c(C(=O)NCc2cnn(C)c2)csc1C
    -8.7	0.9	.	2.6	.	4.7	.	.	.
Cc1cc(C)c(S(=O)(=O)c2ccccc2)c(Cl)n1
    63.9*	8.9	1.2	0.4	0.3	-6.1	3.2*	68.8*	-222.1
CCCCCn1c(N)c(C#N)c2nc3ccccc3nc21
    14.0	6.1	1	22.6	0.4	0.8	0.8	61.9*	21.9
CCCCNC(=O)C(Cc1ccccc1)NS(=O)(=O)c1ccc2c(c1)c(=O)n(C)c(=O)n2C (stereo unspecified)
    -4.0	31.4	1.3	2.8	0.7	3.4	0.5	26.7	49.2
COc1ccc(NC(=O)CN2CCC(C(N)=O)CC2)cc1
    1.4	20.1	1.3	2.9	1.1	-6.1	1.2	-13.1	-24.7
CSCSC1=C(C#N)C(c2ccc(Cl)cc2)C(C(C)=O)=C(C)N1 (stereo unspecified)
    0.1	4.4	1.1	11.0	0	5.0	0	98.1*	100.0*
COc1ccc(N2C(N)=C(C#N)C(c3cccnc3)C3=C2CC(C)(C)CC3=O)cc1 (stereo unspecified)
    -9.9	35.5	1.1	5.7	0.7	1.8	0.4	30.4	55.9*
Cc1ccc(S(=O)(=O)N2CCCC2C(=O)O)s1 (stereo unspecified)
    -11.7	-35.4	0.9	7.9	1	1.3	1	-2.3	2.9
CC(C)(C)c1cc(NC(=O)COC(=O)C2CC2)n(-c2ccccc2)n1
    -4.0	6.4	1	-0.3	0.4	1.0	0.8	55.9*	22.6
CC(=O)Nc1c(O)nc(SCC(=O)Nc2c(C)cccc2C)[nH]c1=O
    -10.5	6.8	0.8	6.3	1.1	-1.0	1	-8.2	0.0
COc1ccc(N(CC(=O)Nc2ccccc2C(=O)NCCc2ccccc2)S(C)(=O)=O)cc1OC
    -3.2	7.8	1.6	4.2	0.2	-3.3	0	82.1*	99.0*
CC(C)COC(=O)CCNc1n[nH]c(=O)[nH]c1=O
    -1.6	-10.2	0.8	8.2	1.1	-3.9	1.2	-7.8	-17.6
COCCn1c(SCC(=O)N2CCCc3ccccc32)nc2cccnc21
    3.5	-26.4	1.2	7.4	0.5	7.9	1	46.3	-1.3

Part of the list above, with bars between the fields:
mol | PLK1 inh | PLK1 PBD inh | PLAP act | Rev-RRE block | CYP2C19 activ | EphB4 antag | CYP2C9 act | CYP2C19 inh | CYP2C9 inh
COc1ccc(NC(=O)CN2CCC(C(N)=O)CC2)cc1 | 1.4 | 20.1 | 1.3 | 2.9 | 1.1 | -6.1 | 1.2 | -13.1 | -24.7
CSCSC1=C(C#N)C(c2ccc(Cl)cc2)C(C(C)=O)=C(C)N1 (stereo unspecified) | 0.1 | 4.4 | 1.1 | 11.0 | 0 | 5.0 | 0 | 98.1* | 100.0*
COc1ccc(N2C(N)=C(C#N)C(c3cccnc3)C3=C2CC(C)(C)CC3=O)cc1 (stereo unspecified) | -9.9 | 35.5 | 1.1 | 5.7 | 0.7 | 1.8 | 0.4 | 30.4 | 55.9*
Cc1ccc(S(=O)(=O)N2CCCC2C(=O)O)s1 (stereo unspecified) | -11.7 | -35.4 | 0.9 | 7.9 | 1 | 1.3 | 1 | -2.3 | 2.9
CC(C)(C)c1cc(NC(=O)COC(=O)C2CC2)n(-c2ccccc2)n1 | -4.0 | 6.4 | 1 | -0.3 | 0.4 | 1.0 | 0.8 | 55.9* | 22.6
CC(=O)Nc1c(O)nc(SCC(=O)Nc2c(C)cccc2C)[nH]c1=O | -10.5 | 6.8 | 0.8 | 6.3 | 1.1 | -1.0 | 1 | -8.2 | 0.0
COc1ccc(N(CC(=O)Nc2ccccc2C(=O)NCCc2ccccc2)S(C)(=O)=O)cc1OC | -3.2 | 7.8 | 1.6 | 4.2 | 0.2 | -3.3 | 0 | 82.1* | 99.0*
CC(C)COC(=O)CCNc1n[nH]c(=O)[nH]c1=O | -1.6 | -10.2 | 0.8 | 8.2 | 1.1 | -3.9 | 1.2 | -7.8 | -17.6
COCCn1c(SCC(=O)N2CCCc3ccccc32)nc2cccnc21 | 3.5 | -26.4 | 1.2 | 7.4 | 0.5 | 7.9 | 1 | 46.3 | -1.3
